Candida biofilm: clotrimazole potentiators killing Candida biofilms, primary screen, with clotrimazole, Alamar Blue. C. albicans biofilm + clotrimazole. inhibition, % at 6 µM. hit rate 0.14% among 85,000. AID 834, 2007;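 active = inhibition above 20%; inactive = inhibition below 20%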;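 note: preformed 24 hr biofilms exposed to compound for 48 hr; 0% = biofilm without compound and 100% = blank killed by clotrimazole plus chlorhexidine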
CD11b adhes enh: enhancers of CD11b/CD18 adhesion to fibrinogen, primary screen, K562 cells, luminescence; Integrin beta-2 (Homo sapiens) + Integrin alpha-M (Homo sapiens), P05107+P11215; ATPlite luminescence; activation, % at 10 µM; hit rate 0.07% among 93,000; AID 1499, 2009;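 active = 10 µM primary screen giving 50% or more activity, confirmed by 40% or more on retest at that dose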; note: strong numbers were not always called active; reference of the scale not given here
MT1-MMP txn act: MT1-MMP promoter reporter activation – cell-based, luciferase luminescence, primary screen | HT1080 MT1-MMP promoter luciferase reporter, overnight; active compounds read high | activation factor at 10 µM | hit rate 0.16% among 86,000 | AID 750, 2007;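 active = activation factor of at least 2 for MT1-MMP transcription at 10 µM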
Mac1 fbg inh: inhibitors of CD11b/CD18 adhesion to fibrinogen, primary screen, K562 cells, luminescence. Integrin beta-2 (Homo sapiens) + Integrin alpha-M (Homo sapiens), P05107+P11215. ATPlite luminescence; Mn2+ added to activate the integrin. inhibition, % at 10 µM. hit rate 0.54% among 93,000. AID 1497, 2009;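 active = primary inhibition of 50% or more at 10 µM, then 40% or more on retest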; note: some results filed as inactive read as strong as hits
sEH act: soluble epoxide hydrolase activators, primary screen, biochemical, human sEH. Bifunctional epoxide hydrolase 2 (Homo sapiens), P34913. purified human sEH enzymatic activity, activator screen. activation, % at 2 µM. hit rate 0.04% among 91,000; in the data active = activation above about 37%; note: values of inactives mirror those of a sister screen read the other way
Target sequence (P34913 whole entry, looked up): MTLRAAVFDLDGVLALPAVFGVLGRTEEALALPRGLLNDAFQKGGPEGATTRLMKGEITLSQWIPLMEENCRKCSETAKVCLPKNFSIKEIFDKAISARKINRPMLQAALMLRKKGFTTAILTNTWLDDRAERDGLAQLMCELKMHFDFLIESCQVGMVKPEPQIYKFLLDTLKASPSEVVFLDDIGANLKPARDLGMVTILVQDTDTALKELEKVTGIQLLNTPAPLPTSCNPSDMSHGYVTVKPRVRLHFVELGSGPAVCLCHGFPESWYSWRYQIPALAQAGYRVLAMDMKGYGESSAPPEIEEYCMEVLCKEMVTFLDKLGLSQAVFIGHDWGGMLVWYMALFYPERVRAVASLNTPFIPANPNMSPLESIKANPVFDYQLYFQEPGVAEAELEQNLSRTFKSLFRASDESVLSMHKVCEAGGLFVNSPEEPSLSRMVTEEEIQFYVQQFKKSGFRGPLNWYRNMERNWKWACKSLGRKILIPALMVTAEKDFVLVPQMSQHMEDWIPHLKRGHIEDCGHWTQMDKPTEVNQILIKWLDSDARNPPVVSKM
Smad3 inh: Smad3/FoxH1 peptide binding inhibitors, primary screen, biochemical, TR-FRET; inhibition, % at 25 µM; hit rate 0.29% among 88,000; TR-FRET Smad3/Dy647-FoxH1 peptide binding, europium anti-His; Mothers against decapentaplegic homolog 3 (Homo sapiens), P84022;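 active = compounds that reduce the energy-transfer binding signal between the protein and its labelled peptide by more than half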;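 note: 0% = Smad3 plus labelled peptide maximal FRET and 100% = peptide-only background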
Target sequence (P84022 whole entry, looked up): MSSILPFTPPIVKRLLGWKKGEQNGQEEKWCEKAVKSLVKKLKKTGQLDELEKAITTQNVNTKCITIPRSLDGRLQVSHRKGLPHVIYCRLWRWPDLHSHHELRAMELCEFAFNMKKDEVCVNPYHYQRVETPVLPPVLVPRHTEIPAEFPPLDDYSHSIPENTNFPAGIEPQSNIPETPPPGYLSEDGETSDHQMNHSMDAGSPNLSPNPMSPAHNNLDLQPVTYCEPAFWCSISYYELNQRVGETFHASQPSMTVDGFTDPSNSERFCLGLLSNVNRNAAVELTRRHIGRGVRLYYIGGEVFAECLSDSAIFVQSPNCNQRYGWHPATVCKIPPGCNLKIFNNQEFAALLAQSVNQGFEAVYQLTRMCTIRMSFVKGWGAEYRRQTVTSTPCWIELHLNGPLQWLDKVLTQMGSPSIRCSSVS
ERb coact inh: inhibitors of ERβ-SRC1 coactivator interaction, primary screen, biochemical, TR-FRET, ERβ LBD, SRC-1 peptide; TR-FRET ER-beta LBD / SRC1-Cy5 peptide binding; receptor agonist-loaded with 1 µM estradiol; inhibition, % at 25.6 µM; hit rate 1.3% among 86,000; AID 633, 2007;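 active = compounds whose percent inhibition of the receptor-coactivator binding signal exceeds about 50% in the single-dose screen, limit read from the data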;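 note: 0% = receptor plus peptide wells without compound and 100% = peptide-only wells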
sEH inh: soluble epoxide hydrolase inhibitors, primary screen, biochemical, human sEH. Bifunctional epoxide hydrolase 2 (Homo sapiens), P34913. recombinant human sEH enzymatic activity assay. inhibition, % at 2 µM. hit rate 0.34% among 91,000. AID 707, 2007; in the data active = inhibition above about 80%; note: values of inactives mirror those of a sister screen read the other way; many of its hits are not listed in these tables
ERa coact pot: enhancers of ERα–SRC-1 coactivator binding, primary screen, biochemical, TR-FRET, ERα LBD, low estradiol; TR-FRET ERalpha-LBD/SRC-Cy5 coactivator binding, 2 h; 100 = basal binding, no effect; coactivator binding (% of control), % at 25.6 µM; hit rate 1.3% among 86,000; in the data active = activity above about 200%;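 note: binding measured in presence of low estradiol as agonist stimulus; 0% = peptide alone without receptor and 100% = receptor with peptide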
* hit, by the source's call; · = no result given; [ ] = remark or other dose. The list is partial; the hit share may differ from the screen's.

Results follow in this order: Candida biofilm, CD11b adhes enh, MT1-MMP txn act, Mac1 fbg inh, sEH act, Smad3 inh, ERb coact inh, sEH inh, ERa coact pot
#1 O=C(Cn1cc(C(=O)c2ccco2)c2ccccc21)NC1CCCC1
    4, -4, 1.3, -6, -8, 15, -1, 9, 554*[fluorescence artefact?]
#2 CC1CCCC(C)N1CCNC(=O)Cn1nc(-c2ccccc2)ccc1=O (stereo unspecified)
    5, ·, 1, ·, 8, 10[fluorescence artefact?], -7, -11, 113
#3 CN1CCN(c2nc(Nc3cccc(C(F)(F)F)c3)nc(N3CCOCC3)n2)CC1
    8, 0, 1.2, 9, ·, -4, -7, ·, 103
#4 Cc1csc(SCCn2c(N3CCOCC3)nc3c2c(=O)[nH]c(=O)n3C)n1
    12, -2, 1.1, 16, 14, 0, 16, -15, 110
#5 CCN(CC)c1nc2c(s1)C(=O)CC(C)(C)C2
    4, 2, 1.3, 2, -8, 13, -3, 6, 111
#6 CC(=O)N1N=C(c2ccc(C)cc2)OC1c1ccc(C)cc1 (stereo unspecified)
    5, -5, 1.1, -30, -3, 11, -8, 2, 89
#7 Cc1ccc(-n2ncc3c(=O)[nH]cnc32)c(C)c1
    8, -5, 1.1, 9, -8, 5, -5, 7, 88
#8 COC(=O)C1CCN(C(=O)c2ccc(Cl)c(S(=O)(=O)NCc3cccnc3)c2)CC1
    4, 2, 1.1, -12, ·, -1, 3, ·, 98
#9 Cc1cc(C)n(-c2nnc(C)n2NS(=O)(=O)c2ccc(F)cc2)n1
    6, -2, 1, -10, -6, 1, -1, 7, 111
#10 CCOC(=O)C1=c2/c(=C/c3ccccc3OC)c(N)c(C#N)n2C(=O)C(c2ccccc2OC)S1 (stereo unspecified)
    0, 29, ·, -41, 4, 2, 52*, -4, 129[fluorescence artefact?]
#11 COc1ccc(N(C)S(=O)(=O)c2cccc(C(=O)Nc3ccc(-n4cnnn4)cc3)c2)cc1
    5, 4, 1.1, -6, ·, 1, 6, ·, 130
#12 O=C(COC(=O)Cc1ccc(S(=O)(=O)N2CCCCC2)s1)Nc1ccc2c(c1)OCO2
    7, -2, 1.2, 4, -13, 15, 13, 12, 93
#13 O=C(OCC#CCSc1nnc(-c2ccncc2)o1)c1cccs1
    3, -3, 1.2, 0, 0, 6, 12, -1, 88[fluorescence artefact?]
#14 O=C(NCc1ccco1)c1nn(-c2ccccc2)c(=O)c2ccccc12
    4, -1, 1.1, -16, ·, -3, 33, ·, 88
#15 O=C(O)CCC(=O)Nc1ccc(-c2nnc(-c3ccco3)o2)cc1
    -3, 5, 1.1, 2, ·, -2, 22, ·, 87
#16 Cc1ccc(-n2nnc3c(=O)n(CC(=O)N4CCOCC4)cnc32)cc1
    ·, -3, 1.1, 11, 7, ·, ·, -7, ·
#17 CC1CN(c2nc3ccccc3nc2C(C#N)C(=O)NC2CCCCC2)CC(C)O1 (stereo unspecified)
    4, -5, 1.4, 16, ·, 10, 0, ·, 133
#18 c1nc2sc3c(c2c2nnnn12)CCCC3
    7, 1, 1.3, -29, ·, -3, 14, ·, 101[fluorescence artefact?]
#19 O=C(CSc1nc2ccccc2o1)N1CCCC1
    ·, 1, 1.3, -9, ·, -2, 33, ·, 104
#20 CC(SC1=NCCS1)C(=O)Nc1nnc(-c2ccc(Cl)cc2)s1 (stereo unspecified)
    8, -1, ·, -2, 5, -11, -2[fluorescence artefact?], -6, 136[fluorescence artefact?]
#21 Cn1c(=O)c2c(SCc3ccccn3)nc(C3CC3)nc2n(C)c1=O
    9, -3, 1.1, -4, ·, -2, -5, ·, 115
#22 Cc1ccnc(NS(=O)(=O)c2ccc(NC(=O)C34CC5CC(C)(CC(C)(C5)C3)C4)cc2)n1
    0, -4, 1.1, 4, 1, 2, -3[fluorescence artefact?], -2, 99
#23 COCCN(C(=O)CSc1nnc(Nc2ccccc2F)s1)c1c(N)n(Cc2ccccc2)c(=O)[nH]c1=O
    ·, 3, ·, -1, -5, ·, ·, 6, ·
#24 Cn1nnc2sc3c(c2c1=O)CCCC3
    9, ·, 1.1, ·, -8, -7, 7, 9, 95
#25 N#Cc1nc(COc2ccccc2)oc1N1CCC(Cc2ccccc2)CC1
    -2, -5, 1.1, 4, -7, -9, 7[fluorescence artefact?], 9, 106
#26 Cc1cnc(NC(=O)CN2CCN(c3ccccc3F)CC2)s1
    4, ·, 1.3, ·, -5, 9, -27, 8, 112
#27 Cc1ccccc1OC(=O)Cn1c(C(F)(F)F)nc2ccccc21
    ·, -3, ·, 2, -11, ·, ·, 8, ·
#28 O=C(O)CSC1c2ccccc2C(=O)N1Cc1ccccc1 (stereo unspecified)
    3, -2, 1.2, 12, -10, 11, -5, 9, 102
#29 CCCC(=O)c1ccc(N2CCCC2)c(F)c1
    7, ·, 1.4, ·, 17, 3, -25, -16, 89
#30 Cc1ccc(CCNC(=O)C2CCN(S(=O)(=O)c3c(C)nn(C)c3C)CC2)cc1
    7, 5, 1.3, -12, -24, -7, -13, 23, 108
#31 O=C(CN(CC1CCCO1)S(=O)(=O)c1ccc(S(=O)(=O)NC2CC2)cc1)Nc1ccccc1 (stereo unspecified)
    12, -3, 1.1, -28, -3, -1, -1, 3, 104
#32 CN(C)CCNc1oc(COc2ccc(-c3ccccc3)cc2)nc1C#N
    4, -4, 0.9, 15, 11, 4, -1[fluorescence artefact?], -11, 96[fluorescence artefact?]
#33 O=C(CCCN1C(=O)c2ccccc2C1=O)N1CCC(c2ccccc2)C1 (stereo unspecified)
    5, -3, 1.2, -14, -6, 0, 0[fluorescence artefact?], 7, 123
#34 O=C(CN1CCN(C2CCCCC2)CC1)c1c[nH]c2ccccc12
    9, ·, 1.2, ·, ·, -6, -2, ·, 107
#35 Cc1ccc(-n2nnnc2-c2cnc(-c3cccnc3)nc2C(F)(F)F)cc1
    ·, -2, ·, 16, -12, ·, ·, 13, ·
#36 O=C1c2ccccc2C(=O)N1CCc1csc(-c2ccc(F)cc2)n1
    ·, 2, ·, -45, -7, ·, ·, 9, ·
#37 c1cc(-n2cnnn2)ccc1NC1=NCCC1
    6, 6, 1.1, -9, -7, 13, 2, 7, 97
#38 O=C1CN(C(=O)CC2c3ccccc3-c3ccccc32)CC(=O)N1
    2, 7, 1.1, -42, -14, -13, 10, 14, 119
#39 CN1CCN(CC#CC(C)(O)C2CC3C=CC2C3)CC1 (stereo unspecified)
    4, -2, 1, -7, ·, 7, 5, ·, 115
#40 COc1ccc(C)cc1S(=O)(=O)Nc1cccc(Cl)c1
    8, 1, ·, -20, -4, -5, 2, 4, 97
#41 O=C(CN1CCCCC1)Nc1ccccc1
    1, -3, 1, -39, 5, 1, -2, -5, 106
#42 CCn1c(SCC(=O)NC2CCCc3ccccc32)nnc1-c1cccs1 (stereo unspecified)
    7, ·, 1.4, ·, ·, -3, 14, ·, 74
#43 Cc1nn(-c2ccc(F)cc2)c2sc(C(=O)N3CCCCCC3)cc12
    -3, 26, 1.4, -24, 10, -4, 11, -12, 80
#44 Cc1ccc(SC(C)C(=O)Nc2ccccc2C(=O)N2CCOCC2)cc1 (stereo unspecified)
    ·, 5, ·, -2, 4, ·, ·, -2, ·
#45 O=C(CSc1nnc(-c2ccccn2)n1Cc1ccco1)Nc1ccc2c(c1)OCO2
    6, ·, 1.2, ·, -4, 3, -4, 4, 96
#46 O=S(=O)(c1ccc(Cl)c(Cl)c1)c1snnc1-c1ccccc1
    0, -1, ·, 34, -2, 4, 2, 4, 72
#47 CCN1CCN(C(c2cccs2)C(C)NC(=O)C(C)C)CC1 (stereo unspecified)
    10, ·, 1, ·, ·, 4, -6, ·, 149
#48 Cc1cccc(C)c1OCCn1nc(C(=O)O)c2ccccc2c1=O
    6, -1, 1.1, -2, -7, 15, 4, 6, 97
#49 CCc1c(C)c2nncn2[nH]c1=O
    6, 0, 1.1, -10, 0, 1, 1[fluorescence artefact?], 1, 116[fluorescence artefact?]
#50 O=C1/C(=C/c2cccc3ccccc23)CCCc2ccccc21
    5, ·, 1.5, ·, 3, 7, -4, -2, 102
#51 Cc1ccc2[nH]c(=O)c(CNC(C)(C)C)cc2c1
    -2, 1, 1, 0, 0, 3, -6, 0, 114
#52 O=C(C1=C(O)C(=O)N(CCOCCO)C1c1cccs1)c1cccs1 (stereo unspecified)
    -2, -2, 1.1, -5, 13, 0, -11, -11, 108
#53 O=C(CSc1nc2ccccc2n1CC(=O)N1CCCC1)Nc1nccs1
    2, -3, 1.3, -13, -3, 11, 1[fluorescence artefact?], 6, 98
#54 Cc1cc(S(=O)(=O)NCc2ccc(S(N)(=O)=O)cc2)c(C)s1
    9, -3, 1.2, -4, -3, 2, -9, 5, 116
#55 COc1ccccc1N1CCN(Cc2cc(=O)n3ccsc3n2)CC1
    1, ·, 1, ·, -5, -7, 9, 8, 67[fluorescence artefact?]
#56 COc1ccc(-n2c(Cc3cccn3C)nnc2SCC(=O)Nc2cccc(OC)c2)cc1
    16, 8, 1.2, 5, 11, 0, -1, -11, 130
#57 O=C(COc1ccc(F)cc1)Nc1nnc(-c2ccncc2)s1
    4, -2, 1.1, -14, -3, -10, 6, 2, 88
#58 C=CCNc1nc(NCc2ccco2)nc(OCC)n1
    3, 1, 1.1, 4, 12, -9, 1[fluorescence artefact?], -11, 104
#59 Cn1c(SCC(N)=O)nnc1-c1ccccc1
    0, -5, 1.2, -4, 8, 6, 2[fluorescence artefact?], -9, 104
#60 CN1C(=O)c2cccc(NC(=O)C3CCCCC3)c2C1=O
    6, 5, ·, -5, 9, 3, -7, -6, 128

The list goes on.
Results follow in this order: Candida biofilm, CD11b adhes enh, MT1-MMP txn act, Mac1 fbg inh, sEH act, Smad3 inh, ERb coact inh, sEH inh, ERa coact pot
#61 Cc1cc(C(=O)CN2C(=O)c3ccccc3S2(=O)=O)c(C)n1-c1ccccc1
    4, 9, 0, -7, -9, -3, 5, 7, 112
#62 O=C(O)Cn1nnnc1-c1ccc(F)cc1
    7, -2, 0.9, -2, 4, 9, -3, -2, 136
#63 CC1CCCC(C)N1C(=O)CN1C(=O)C(C)(C)Oc2ccc(C(=O)NC3CCCC3)cc21 (stereo unspecified)
    12, 4, 1.2, 2, 13, 2, -5, -15, 89
#64 O=C(Nc1ccc(Cl)c(Cl)c1)N(CCCN1CCOCC1)Cc1cccs1
    10, 7, ·, 0, 5, 4, -8, -6, 109
#65 Cc1csc(SCC(=O)N2CCN(S(=O)(=O)c3ccc(Cl)cc3)CC2)n1
    11, -4, 1, -2, -10, -2, 2, 13, 91

Screening data: PubChem, several laboratories
